# TRPML3 ag: human mucolipin-3 channel agonism; activation, % at 3 µM; HEK293 TRPML3-YFP, Fluo-8 calcium fluorescence; 100% = the carbachol control signal; actives 0.29% (n = 220,000);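 active = activation above its plate's cutoff, the mean activation of the plate's test wells plus 3 SD, cut at about 12% in these data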;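 also: 0% = DMSO only wells and 100% = carbachol wells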
# Target sequence (Q8TDD5 whole entry, looked up): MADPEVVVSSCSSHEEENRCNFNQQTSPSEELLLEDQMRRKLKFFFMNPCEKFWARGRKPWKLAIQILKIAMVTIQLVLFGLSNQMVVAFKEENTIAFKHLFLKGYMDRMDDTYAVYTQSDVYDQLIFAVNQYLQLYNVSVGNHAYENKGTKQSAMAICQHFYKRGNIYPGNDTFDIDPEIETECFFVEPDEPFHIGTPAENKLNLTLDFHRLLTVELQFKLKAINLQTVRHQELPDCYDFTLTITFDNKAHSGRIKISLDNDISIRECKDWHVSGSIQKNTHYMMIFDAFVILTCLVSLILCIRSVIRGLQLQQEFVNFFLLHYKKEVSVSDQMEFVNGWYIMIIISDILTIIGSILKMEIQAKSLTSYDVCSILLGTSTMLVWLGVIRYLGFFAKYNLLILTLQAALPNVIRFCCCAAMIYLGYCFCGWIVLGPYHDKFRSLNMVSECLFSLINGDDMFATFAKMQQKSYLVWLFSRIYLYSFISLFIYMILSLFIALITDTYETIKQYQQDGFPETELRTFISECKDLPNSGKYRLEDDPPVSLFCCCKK
#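 Material: HEK293 cells stably carrying human TRPML3-YFP; compound dosing: single dose, 3 µM final nominal compound, 0.3% DMSO final; incubation: 1-h 37 °C dye load, 5-s basal, 120-s post-compound reads; technique: Fluo-8 intracellular calcium fluorescence, excitation 470-495 nm, emission 515-575 nm; read-out basis: percent activation from peak-to-basal fluorescence ratio, scaled between DMSO and carbachol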
# TRPN1 ag: zebrafish TRPN1 (NompC) channel agonism; actives 0.18% (n = 220,000); activation, % at 3 µM; HEK293 zebrafish TRPN1-YFP, Fluo-8 calcium fluorescence; 100% = response to 87 µM carbachol; AID 1424;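 active = activation above its plate's cutoff, the mean activation of test wells on that plate plus 3 SD, cut at about 19% in these data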;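 also: 0% = DMSO alone and 100% = 87 µM carbachol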
#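 Control set: carbachol 87 µM as high control, DMSO as low control; system: HEK293 stable line with zebrafish TRPN1-YFP; read-out: % activation versus carbachol response; detection: intracellular calcium fluorescence with Fluo-8; doses: single test compound dose, 3 µM nominal, 0.3% DMSO; schedule: dye 1 h 37 °C plus 30 min RT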
# CHOP inh: blocks CHOP induction under ER stress; CHO-K1 CHOP-promoter luciferase, tunicamycin-induced, 15-18 h; inhibition, % at 10 µM; actives 3.8% (n = 220,000);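 active = compounds that reduced the stress-induced luciferase reporter signal by more than about 70% of percent inhibition, limit read from the data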;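 also: 0% = tunicamycin plus vehicle and 100% = wells without tunicamycin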
# Wee1 stabilizer: inhibitors of human Wee1 degradation; P30291; HeLa Luc-Wee1K328M stability, luciferase luminescence; 100% = proteasome inhibitor MG132 effect; reporter increase, % at 5 µM; actives 1.2% (n = 220,000); AID 1321;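 active = activation above the mean of all tested compounds plus 3 SD, set per screening run, cut at about 8.8% in these data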;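 also: cells exposed to compound for 20 h before luminescence read; 0% = DMSO alone and 100% = MG132 at 30 µM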
# Ba/F3 V617F tox: loss of viability in JAK2V617F-driven Ba/F3 cells. Ba/F3 EpoR-JAK2V617F viability, ATP luminescence. inhibition, % at 5.6 µM. AID 1446. actives 1.1% (n = 220,000);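 active = inhibition above the campaign mean plus 3 SD over all tested compounds, cut at about 24% in these data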;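 also: cytokine-independent growth of Ba/F3 cells driven by EpoR plus mutant JAK2; 0% = DMSO-treated cells and 100% = JAK inhibitor I control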
# BaF3 tox: reduces parental Ba/F3 cell viability, JAK2V617F counter-screen; inhibition, % at 5.6 µM; AID 1486; CellTiter-Glo ATP luminescence; actives 1.1% (n = 220,000);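 active = inhibition above a per-campaign cutoff, the mean inhibition of all tested compounds plus 3 SD, cut at about 27% in these data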;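 also: 0% = DMSO wells and 100% = JAK Inhibitor I control wells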
# PPC-1+TRAIL kill: PPC-1 cancer cell killing with TRAIL present | PPC-1 cells + TRAIL, ATPLite viability luminescence | cell killing (% activity), % at 4 µM | AID 1443 | actives 0.41% (n = 220,000);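 active = cell killing above 50% in the first pass at 4 µM, then a duplicate retest at 5 µM averaging 50% or more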;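 also: plate controls were cells with TRAIL plus DMSO for no effect and medium-only wells lacking cells for full effect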
# TNF death inh: inhibitors of TNF-alpha induced necroptosis in Jurkat FADD-/- cells. activation (protection from cell death), % at 10 µM. actives 0.068% (n = 220,000). Jurkat FADD-/- TNF necroptosis rescue, ATP luminescence, 24 h; 0 = TNF only, 100 = no-TNF cells;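 active = activation, meaning protection from cell death, of at least 50% relative to plate controls; inactive = activation below 50%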;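 also: necroptosis triggered by 40 ng/mL TNF-alpha added together with compound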
# RBBP9 inh: inhibitors of human serine hydrolase RBBP9. AID 1515. O75884. actives 0.2% (n = 220,000). recombinant RBBP9, FP-Rh probe fluorescence polarization. inhibition, % at 7.94 µM;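 active = inhibition above the campaign mean of all tested compounds plus 3 SD, cut at about 14% in these data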;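 also: plate controls were DMSO wells with RBBP9 for no effect and wells lacking RBBP9 protein for full effect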
# Target sequence (O75884 whole entry, looked up): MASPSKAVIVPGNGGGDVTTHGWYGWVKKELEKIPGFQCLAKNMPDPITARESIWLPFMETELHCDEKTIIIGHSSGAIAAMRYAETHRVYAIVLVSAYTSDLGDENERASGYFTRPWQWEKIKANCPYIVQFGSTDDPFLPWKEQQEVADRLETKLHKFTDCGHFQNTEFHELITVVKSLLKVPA
#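 System: RBBP9 protein | Quantity: 2.5 µM RBBP9 dispensing solution, before mixing | Reagent: FP-Rh probe, 375 nM dispensing solution | Timing: Enzyme-compound preincubation 30 min, then probe labeling 45 min, 25 °C | Measured by: Fluorescence polarization | Read-out: % inhibition | Replication: One well per compound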
# Numbers without * were called inactive; & = joins results of further samples. Only part of the results is shown; count on the stated rates, not on these rows.
SMILES,TRPML3 ag,TRPN1 ag,CHOP inh,Wee1 stabilizer,Ba/F3 V617F tox,BaF3 tox,PPC-1+TRAIL kill,TNF death inh,RBBP9 inh
CCOC(=O)c1c(N)n(CCN2CCCCC2)c2nc3ccccc3nc12,0.3,0.1,-11,-2,-2,9,9,2.3,-1
CCCCn1c(O)c(/C=C/C=Nc2ccccc2)c(=O)[nH]c1=O,4.2,5.4,-17,0,4,9,18,-1.6,5
CC1(C)CC(=O)C(C2(O)C(=O)NC(=O)NC2=O)=C(O)C1,0.7,0.8,5,-2,-6,0,3,-0.6,-1
Fc1ccc(C2=CCN(C(c3ccc(Cl)cc3)c3nnnn3Cc3ccccc3)CC2)cc1 (stereo not drawn),0.5,0.3,64,7,0,3,15,0.0,-5
O=C1OC(c2ccc(Cl)cc2)=N/C1=C\N1CC2CC(C1)c1cccc(=O)n1C2 (stereo not drawn),0.7,0.2,31,-1,0,1,5,-2.7,0
O=C(O)[C@@H]1C[C@H]1[C@@H](NP(=O)(c1ccccc1)c1ccccc1)c1ccccc1,0.2,-0.2,9,3,0,5,1,1.0,-8
COc1ccc(CCn2c(O)c(C=NCc3cccnc3)c(=O)[nH]c2=O)cc1OC,-0.2,1.0,-3,1,-2,6,-1,-0.7,-6
COc1ccc(/C=C2/C(=O)NC(=S)N(C3CC3)C2=O)cc1CN1C(=O)c2ccccc2C1=O,0.1,0.4,-9,-4,-1,8,17,0.0,-3
O=P(Nc1ccccc1)(Oc1ccccc1)Oc1ccccc1,-0.1,0.3,4,0,0,3,27,-2.1,-5
O=C1OC(c2ccc(Br)cc2)=N/C1=C\N1CC2CC(C1)c1cccc(=O)n1C2 (stereo not drawn),-0.3,0.0,20,-3,4,5,6,-5.6,-6
Cc1oc(-c2ccccc2)nc1CN1C(=O)CN=C(c2ccccc2)c2ccccc21,-1.0,-0.6,27,-2,5,7,-6,-0.4,-6
O=C(C1CCC(=O)N1C1CCCCC1)N1CCC2(CC1)OCCO2 (stereo not drawn),0.5,1.1,9,-1,-3,1,15,0.4,-1
CNP1(NC)=NC(C(F)(F)F)=NC(C(F)(F)F)=N1,0.5,0.2,13,0,-2,1,2,-1.0,-9
O=[N+]([O-])c1ccc(N2CCOCC2)c2ccncc12,-0.1,1.2,5,0,-4,6,16,-1.8,-1
CCN1CCN(c2cn[nH]c(=O)c2Cl)CC1,0.8,0.8,-16,1,3,3,8,-2.8,-8
CCCCCCOc1ccc(CN2CCN(CC)CC2)cc1,0.7,0.9,35,1,1,9,18,-3.7,-6
CN(C)C(=O)Oc1ccc(OCc2cccc[n+]2C)cc1,1.3,1.9,40,-1,-5,3,16,1.3,3
CCC(=O)c1c(O)n(C2CCCCCC2)c(=O)[nH]c1=O,1.2,1.1,43,6,-4,-1,19,-0.1,-6
CC1CC(OC(=O)c2ccccc2)CC(C)N1C (stereo not drawn),1.0,2.0,15,3,-2,5,22,2.1,7
CCCC(=O)c1cc(CP(=O)(OCC)OCC)oc1C,1.2,0.8,-1,1,-3,-3,-10,-0.8,-6
Cc1cc(NC(=O)CCl)on1,1.2,1.0,-16,-4,3,7,21,1.5,-5
Cc1ccc(OCC(=O)N2CCN(Cc3cccnc3)CC2)cc1,1.1,0.2,-13,-2,3,2,18,-0.5,-7
O=P(CCl)(Nc1ccccc1)C(Cl)(Cl)Cl (stereo not drawn),-0.3,0.6,-9,1,-3,-2,0,0.7,-3
CC1CN2c3ccc([N+](=O)[O-])cc3CC3(C(=O)N(C)C(=O)N(C)C3=O)C2C(C)O1 (stereo not drawn),-0.2,-0.9,19,-1,-4,-1,-3,1.7,-6
C=CCN1C(=O)C2(C(C(=O)OCC)=C(N)Oc3c2c(=O)oc2ccccc32)c2ccccc21 (stereo not drawn),-0.1,0.4,29,-1,-5,1,-13,-2.3,0

# (further entries)
SMILES,TRPML3 ag,TRPN1 ag,CHOP inh,Wee1 stabilizer,Ba/F3 V617F tox,BaF3 tox,PPC-1+TRAIL kill,TNF death inh,RBBP9 inh
N[C@@H](Cc1c[nH]c2ccccc12)c1nnc(SCc2c(F)cccc2Cl)o1,0.5,0.7,-27,-1,0,2,8,-3.5,-8
O=C(COc1ccc(S(=O)(=O)N2CCCCC2)cc1)N1CCN(Cc2ccccc2)CC1,3.0,5.5,1,1,-4,-1,15,-2.3,-5
Cc1ccc(-c2nc3ccccc3c(=O)n2-c2ccccn2)cc1,0.1,0.3,1,-2,2,8,7,0.5,2
Cc1ccc(Cl)cc1N1CCN(CCN)CC1,1.4,1.9,66,-2,2,6,22,6.0,-9
O=C(NCC(c1cccnc1)N1CCN(c2ccc(F)cc2)CC1)Oc1ccccc1 (stereo not drawn),1.0,-0.9,18,3,1,3,7,-1.1,1
Cc1ccc(/C=C2/C(=O)NC(=O)N(CCc3ccc(F)cc3)C2=O)o1,1.7,0.6,83*,0,-3,3,5,-4.2,-9
COC(=O)C1C2c3ccccc3OC1(C)N=c1s/c(=C/c3cnn(C)c3C)c(=O)n12 (stereo not drawn),0.5,0.5,42,0,1,3,25,-2.4,-6
CCn1nc(-c2ccccc2)nc2c(=O)n(C)c(=O)nc1-2,2.3,2.7,108*,0,9,-1,-2,-16,-11
CCC(=O)N1CC(=O)Nc2ccc(Cl)cc2C1c1ccc(F)cc1 (stereo not drawn),-0.9,-0.4,-1,-3,-6,-1,-24,-11,-6
Cc1cc(N2CCOCC2)nc2ccc(NC(=O)CCC(=O)N3CCC4(CC3)OCCO4)cc12,0.0,0.2,-2,1,-2,-2,4,-0.4,-7
Nc1cc2nc3ccccc3nc2cc1N,1.8,7.8,17,-1,0,-1,-5,-4.2,3
Cc1ccc(OCC(=O)N2CCN(C)CC2)c(Br)c1,0.0,0.5,-5,-1,2,4,-6,-1.0,-9
O=C(Cc1ccccc1)OCCNC(=O)c1cccnc1,0.6,-0.4,27,1,2,4,-5,0.2,-10
Cc1ccc(S(=O)(=O)N(C)C)cc1NC(=O)C(C)[N+]12CCN(CC1)CC2 (stereo not drawn),0.7,0.4,-1,-3,0,5,-11,-0.5,-9
COc1ccc(C(=O)C2CCCN(Cc3cnc(C)s3)C2)cc1OC (stereo not drawn),0.1,-0.9,-8,1,5,8,-4,-1.1,-2
Clc1cnc(Oc2ccc(Oc3ncc(Cl)cc3Cl)cc2)c(Cl)c1,1.0,0.5,8&-13,-2,0,7,9,-0.1,-2
CCN(CC)CCCN=Cc1c(O)n(Cc2ccc(F)cc2)c(=O)[nH]c1=O,1.1,1.6,0,-2,5,8,17,0.9,-6
C=C(C)c1cccc(C(C)(C)NC(=O)NC2CN3CCC2CC3)c1 (stereo not drawn),0.6,0.0,4,-1,-2,4,11,1.4,-8
COc1ccccc1C1=NCc2nnc(C)n2-c2ccc(Cl)cc21,0.3,-1.0,-5,3,-2,-1,4,-0.2,1
CN1C(=O)C(=Cc2ccc(N3CCCCC3)o2)C(=O)N(C)C1=S,3.7,5.2,50,-1,-2,0,25,-6.4,-3
CC(C)Oc1cccc(NC(=O)c2cccn(Cc3ccc4c(c3)OC(F)(F)O4)c2=O)c1,0.2,0.3,51,-1,0,4,10,-0.8,-10
Cc1ccccc1CCNCc1ccc(Br)cc1,0.6,0.8,46,1,-1,7,2,1.4,-7
C=C1N2CCC(CC2)C1(O)c1ccc(C)c(C)c1 (stereo not drawn),0.2,-2.2,-11,-1,-2,1,10,0.4,-5
COc1ccc(C2c3c(nc(C)[nH]c3=O)Oc3c2c(=O)oc2ccccc32)cc1 (stereo not drawn),0.8,3.4,19,1,0,1,8,0.9,-8
CN1C(=O)C(Cc2ccsc2)C(=O)N(C)C1=O,2.2,1.5,-15,6,-2,-1,6,0.2,2

# The list goes on:
SMILES,TRPML3 ag,TRPN1 ag,CHOP inh,Wee1 stabilizer,Ba/F3 V617F tox,BaF3 tox,PPC-1+TRAIL kill,TNF death inh,RBBP9 inh
Cc1nc2ccccc2c(=O)n1-c1ccc(Cl)cc1[N+](=O)[O-],0.2,-1.2,11,6,-1,-3,22,0.1,1
C/C(CCc1c[nH]c2ccccc12)=N\O,-1.5,0.1,1,-1,4,11,21,2.4,-4
CNP(=O)(Oc1ccccc1)OC12CC3CC(CC(C3)C1)C2 (stereo not drawn),0.4,-0.2,-10,1,3,2,3,-0.8,-9
COc1cccc(Oc2c(C)oc3cc(OC(=O)N(C)C)ccc3c2=O)c1,0.2,-0.4,42,0,-2,0,21,-1.1,-8
COc1ccccc1-n1c(O)c(C=NCCCn2ccnc2)c(=O)[nH]c1=O,0.5,-0.1,10,-3,-2,4,7,1.3,-10
CC(Cl)(Cl)/C(=N/P(=S)(N1CCOCC1)N1CCOCC1)N1CCOCC1,0.9,0.7,-4,6,0,0,28,1.7,-5
CN1CCN(CC(=O)Nc2ccc([N+](=O)[O-])cc2C(=O)c2ccccc2)CC1,-0.2,-1.2,16,-2,2,5,22,1.3,-6
COc1ccc2c(c1)c(C(=O)CN1CCC3(CC1)OCCO3)c(C)n2Cc1ccccc1,0.4,0.1,16,2,3,8,16,-0.3,-10
CCOCCN1CCN(c2nnc3n2-c2ccc(Cl)cc2C(c2ccccc2Cl)=NC3)CC1,-0.4,1.3,17,1,5,7,25,-4.5,-14
CCOC(=O)[C@]1(C#N)[C@@H]2C=CC(C(C)=O)=CN2[C@@H](C(N)=O)[C@@H]1c1ccsc1,0.1,-0.1,-39,4,-4,0,15,-1.3,2
C/C(=N\Nc1ccccc1)c1c(O)[nH]c(=O)[nH]c1=O,0.4,-1.6,-18,-3,-2,5,9,-3.9,2
O=C1NC(=O)C(CCc2ccncc2)(Cc2ccc3c(c2)OCO3)C(=O)N1CCc1ccccc1 (stereo not drawn),0.7,-0.1,63,4,0,5,20,-2.0,9
Oc1ccc(C2NCc3ccccc3-n3cccc32)cc1Cl (stereo not drawn),1.4&1.0,-0.5&2.2,-10&14,0&3,-4&1,6&4,7&17,1.9&1.8,-6&-2
CC1CCCN(C(=O)CN2C3CCC2CC(O)(c2ccc(F)cc2)C3)C1 (stereo not drawn),0.2,1.0,-6,4,-1,0,10,1.8,-2
COc1ccc(OC)c(N2Cc3ccccc3C2=N)c1,0.5,-0.7,-6,0,3,0,24,1.5,-3
Cc1ccc(NP(=O)(Nc2ccc(C)cc2)Oc2ccccc2)cc1,-0.5,-1.2,6,1,0,-1,-12,0.5,-11

# 2 compounds from above, reduced to Wee1 stabilizer, TRPML3 ag and RBBP9 inh:
Compound,Wee1 stabilizer,TRPML3 ag,RBBP9 inh
CCOC(=O)[C@]1(C#N)[C@@H]2C=CC(C(C)=O)=CN2[C@@H](C(N)=O)[C@@H]1c1ccsc1,4,0.1,2
Oc1ccc(C2NCc3ccccc3-n3cccc32)cc1Cl (stereo not drawn),0&3,1.4&1.0,-6&-2

# Bioassay records from PubChem BioAssay.
